Bioassay records from PubChem.
hIAP inh: blocks human intestinal alkaline phosphatase; purified IAP, CDP-Star luminescence, 30 min; inhibition, % at 10 µM; actives 0.12% (n = 330,000); AID 2544;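 active = inhibition reaching a set limit with compound at 10 µM in the primary screen, cut at about 35% in these data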;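 note: plate controls were DMSO wells with enzyme for no effect and no-enzyme buffer wells for full effect; values of inactives mirror those of a sister screen read the other way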
hIAP act: human IAP activation; purified human IAP, CDP-Star luminescence, 30 min; hits give high values; 1 = vehicle-only enzyme, 0 = enzyme-free background; activation factor at 10 µM; actives 0.16% (n = 330,000);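 active = activation factor of the enzyme at least 2-fold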; note: the source names both 10 and 20 µM as test concentration; values of inactives mirror those of a sister screen read the other way
beta cell repl: inducers of beta-cell replication in MIN6 cells. MIN6 cells proliferation, ATPlite luminescence, 48 h; cells starved in 0.2% serum; 100% = growth in 10% serum. proliferation, % at 10 µM. actives 0.29% (n = 330,000);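 active = compounds whose signal lies at least 3.5 SD above the mean of all wells on their plate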;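 note: 0% = DMSO-treated cells in low-serum medium and 100% = 10% serum control; some compounds called inactive have numbers as strong as hits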
mIAP act: increases mouse intestinal alkaline phosphatase activity; actives 0.24% (n = 330,000); activation factor at 10 µM; muIAP, CDP-Star luminescence, 30 min; hits give high values; 1 = vehicle-only enzyme signal, 0 = enzyme-free wells;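 active = activation factor of at least 2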; note: the source names both 10 and 20 µM as test concentration; values of inactives mirror those of a sister screen read the other way
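Assay system: mouse IAP enzyme / Compound: DMSO-dissolved test compounds / Timing: 30 min, room temperature / Measured by: luminescence from enzymatic CDP-Star hydrolysis / Control set: DMSO-only wells, enzyme-free buffer wells as negative control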
A3A deaminase: human APOBEC3A DNA deaminase inhibition | actives 0.41% (n = 330,000) | recombinant A3A, FAM/TAMRA ssDNA deamination fluorescence | inhibition, % at 20 µM | P31941;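 active = at least 40% inhibition at 20 µM here, with at most 30% in a related deaminase screen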;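 note: plate controls were A3A with DMSO for no effect and wells lacking A3A enzyme for full effect; some results filed as inactive read as strong as hits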
Target sequence (P31941 whole entry, looked up): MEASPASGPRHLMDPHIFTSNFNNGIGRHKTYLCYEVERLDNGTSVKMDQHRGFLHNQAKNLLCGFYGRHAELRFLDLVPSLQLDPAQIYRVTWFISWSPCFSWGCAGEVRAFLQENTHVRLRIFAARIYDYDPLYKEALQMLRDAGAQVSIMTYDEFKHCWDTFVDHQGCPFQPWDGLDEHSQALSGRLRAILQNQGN
A3G deaminase: APOBEC3G (human) deaminase inhibition; Q9HC16; recombinant A3G, ssDNA deamination FAM/TAMRA fluorescence; inhibition, % at 20 µM; actives 0.28% (n = 330,000);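 active = inhibition of at least 40% at 20 µM, with no more than 30% in the related APOBEC3A deaminase screen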;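 note: plate controls were DMSO wells with A3G for no effect and wells lacking A3G enzyme for full effect; some compounds called inactive have numbers as strong as hits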
Target sequence (Q9HC16 whole entry, looked up): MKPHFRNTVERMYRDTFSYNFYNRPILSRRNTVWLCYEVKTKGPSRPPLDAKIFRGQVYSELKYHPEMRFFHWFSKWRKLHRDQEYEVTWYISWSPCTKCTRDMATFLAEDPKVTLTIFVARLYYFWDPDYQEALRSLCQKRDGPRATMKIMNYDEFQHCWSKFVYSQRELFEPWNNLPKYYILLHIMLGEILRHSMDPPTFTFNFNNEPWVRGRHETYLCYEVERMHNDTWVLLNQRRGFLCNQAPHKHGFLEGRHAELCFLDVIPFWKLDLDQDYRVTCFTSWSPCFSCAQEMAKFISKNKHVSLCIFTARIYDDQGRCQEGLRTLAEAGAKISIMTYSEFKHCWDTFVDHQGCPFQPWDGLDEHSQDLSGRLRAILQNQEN
MPTP inh: permeability transition pore inhibition; isolated mouse mitochondria, Ca2+ swelling absorbance, 30 min; inhibition, % at 10 µM; actives 1.4% (n = 360,000);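 active = inhibition of 50% or more, scaled per plate between neutral and stimulator controls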;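 note: 0% = DMSO wells given calcium and 100% = 1 mM EGTA wells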
mIAP inh: blocks mouse intestinal alkaline phosphatase. AID 2806. purified mouse IAP, CDP-Star luminescence, 30 min. inhibition, % at 10 µM. actives 0.2% (n = 330,000);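 active = inhibition of at least 40% at 10 µM in the primary screen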;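 note: plate controls were DMSO with enzyme for no effect and no enzyme wells for full effect; values of inactives mirror those of a sister screen read the other way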
ATG4B inhibitor: blocks human ATG4B protease cleavage of LC3 substrate; actives 0.51% (n = 340,000); AID 504462; ATG4B cleavage of LC3-PLA2, NBD-HPC fluorescence, 1 h; inhibition, % at 8.33 µM; Q9Y4P1; in the data active = inhibition above about 40%
Target sequence (Q9Y4P1 whole entry, looked up): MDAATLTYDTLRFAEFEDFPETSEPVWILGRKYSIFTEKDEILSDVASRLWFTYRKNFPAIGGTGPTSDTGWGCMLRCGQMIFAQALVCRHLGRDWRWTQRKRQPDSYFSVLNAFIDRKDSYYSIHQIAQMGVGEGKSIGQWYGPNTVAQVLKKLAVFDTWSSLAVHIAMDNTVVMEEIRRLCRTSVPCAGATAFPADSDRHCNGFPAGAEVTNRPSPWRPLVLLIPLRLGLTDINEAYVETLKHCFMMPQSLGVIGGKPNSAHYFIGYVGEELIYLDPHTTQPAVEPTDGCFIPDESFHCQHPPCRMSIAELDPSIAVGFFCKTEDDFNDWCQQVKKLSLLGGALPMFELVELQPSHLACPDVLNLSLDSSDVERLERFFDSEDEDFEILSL
The depositor's hits bear a star; / = not tested or not shown; & = joins results of further samples.

Structure,beta cell repl,ATG4B inhibitor,hIAP inh,MPTP inh,hIAP act,mIAP inh,A3G deaminase,A3A deaminase,mIAP act
Cc1ccc(S(=O)(=O)N2CCC(C(=O)N3CCN(Cc4ccccc4)CC3)CC2)cc1,-1,-9,2,-2.0,0.98,7,1,1,0.93
CCC(C)(C)NC(=O)C(c1ccc(OC)cc1)N(C(=O)CCC(=O)Nc1cc(C)on1)c1ccc(OC)cc1OC (centres undefined),-1,-14,3,1.0,0.97,3,-2,-2,0.97
O=C(Cn1cnc2ccccc2c1=O)NCCC(=O)Nc1ccc(F)cc1,-3,7,17,1.1,0.83,0,-13,-2,1
Cc1cc(C)cc(NC2=NC3(CCCCC3)N=C(N)N2)c1,0,-2,1,0.7,0.99,-199,-9,-5,3*
NC(=O)c1cccc(NC(=O)Nc2ccc(Cl)cc2)c1,-2,5,-4,12,1,-8,-7,-4,1.1
COc1ccc(NC(=O)CC#N)cc1OC,2,3,0,0.0,1,-3,0,1,1
COc1ccccc1N1CCN(/N=C\C(Br)=C\c2ccccc2)CC1,-6,0,2,-0.8,0.98,9,-4,-2,0.91
CCN(CC(=O)Nc1cccc(C(C)=O)c1)S(=O)(=O)c1ccc(C)cc1,0,-1,4,-2.1,0.96,6,-3,-2,0.94
COc1ccccc1NC(=O)CCn1cccc1,-2,-12,-9,0.2,1.1,7,-3,1,0.93
COc1ccc(-c2cc3nc(C)cc(N)n3n2)cc1,-6,11,25,0.5,0.75,-1,0,3,1
Nc1cc(N)nc(SCC(=O)NNC(=O)Cc2ccccc2)n1,1,0,-20,-0.5,1.2,12,-4,-2,0.88
O=C(COc1ccccc1F)NC12CC3CC(CC(C3)C1)C2,0,5,-11,1.3,1.1,-2,-11,4,1
COc1ccccc1NC(=O)CCCNC(=O)Cn1cnc2sc(C)c(C)c2c1=O,3,0,3,-1.6,0.97,1,-8,-3,0.99
COCCNS(=O)(=O)c1cc(OC)c(Cl)cc1Cl,0,/,2,/,0.97,6,-2,0,0.94
O=C1CSC(c2ccc([N+](=O)[O-])cc2)N1Cc1ccccc1 (centres undefined),-1,6,-19,-1.2,1.2,6,-4,-5,0.94
OC(CNCc1ccccc1)(c1ccccc1)c1ccccc1,-1,6,-22,-1.2,1.2,-5,-6,-2,1
COc1ccccc1NS(=O)(=O)c1cccc(C(=O)OCc2nc3ccccc3s2)c1,-1,12,15,-6.9,0.85,2,-8,-3,0.98
Cc1[nH]c2ccccc2c1C(=O)CN1CCSCC1,-2,-5,1,0.8,0.99,-7,-6,-3,1.1
CC(C)(C)C(=O)N1CCN(c2ncccc2C(F)(F)F)CC1,-1,-4,-8,2.3,1.1,4,-2,2,0.96
Cc1cc(C(=O)CSc2nc(N)cc(=O)[nH]2)c(C)n1Cc1ccco1,-4,-2,-10,64*,1.1,0,0,5,1
O=C1c2ccccc2-c2onc3ccc(Oc4ccccc4)c1c23,-4,0,-1,1.8,1,22,-111,-76,0.78
CCOc1ccc(/C=N/N2C(C)CCCC2C)cc1OC (centres undefined),-3,3,13,0.5,0.87,-9,-3,-1,1.1
C=CCSc1nc(C)c(CCC(C)C)c(=O)[nH]1,2,-9,5,-0.5,0.95,-7,-1,1,1.1
CCOC(=O)COn1c(=O)c(=O)n(O)c2ccccc21,-1,1,-5,-0.7,1.1,8,0,4,0.92
COc1ccc(CCN(/C=C2\Sc3ccccc3C2=O)C(C)=O)cc1OC,-2,0,10,3.4,0.9,7,-7,-4,0.93
O=C(NC12CC3CC(CC(C3)C1)C2)c1ccc(S(=O)(=O)N2CCOCC2)cc1,-1,-12,10,-0.3,0.9,-1,-4,0,1
O=C(COc1ccc2ccccc2c1)Nc1ccc2c3c(cccc13)CC2,-1,5,14,11,0.86,-4,-5,-2,1
CC(C)CCn1c(=O)[nH]c2ccccc21,3,-2,5,-0.2,0.95,-8,-6,4,1.1
COc1cc(C)ccc1OCc1cc(C(=O)N2CCN(C3CCCCC3)CC2)no1,1,-1,13,2.6,0.87,5,1,0,0.95
CN(C)c1ccc(/C=C/C(=O)c2cccc(Br)c2)cc1,-6,5,-27,-0.1,1.3,15,-95,-72,0.85
CCOc1ccccc1OCC(=O)NCCc1ccc(S(N)(=O)=O)cc1,-1,-5,2,-3.2,0.98,8,-2,14,0.92
Cc1ccc(-c2cc(C(=O)NCCc3ccc(S(N)(=O)=O)cc3)c3ccccc3n2)cc1,2,-11,-10,0.1,1.1,3,-2,2,0.97
CCOC(=O)C1=C(C)NC(C)=C(C(=O)OCC)C1c1ccccn1,-3,-11,-12,-1.0&0.5,1.1,-3,-5,-4,1
CN1CCCN(S(=O)(=O)c2ccc(O)c(C(=O)O)c2)CC1,0,2,-2,-0.2,1,1,-3,7,0.99
CCn1cc(C(=O)O)c(=O)c2cnc(N3CCN(C(=S)NC(=O)c4ccccc4)CC3)nc21,1,21,-10,2.0,1.1,-9,-6,-11,1.1
O=C(NCC1OCCc2ccccc21)c1ccc(NC(=O)c2cccc(Br)c2)cc1 (centres undefined),0,37,11,0.1,0.89,-4,-1,1,1
NC(=O)C1CCN(C(=O)CN(c2cccc(C(F)(F)F)c2)S(=O)(=O)c2ccccc2)CC1,-4,-9,-1,1.1,1,-4,-6,-1,1
CCN(C(=O)COC(=O)c1ccc2c(c1)OCO2)c1c(N)n(Cc2ccccc2)c(=O)[nH]c1=O,-1,-5,-4,-1.5,1,-1,2,4,1
NC(=O)c1ccc(N2CCCCC2)c(N2C(=O)C3CC=CCC3C2=O)c1 (centres undefined),-3,-6,-7,0.1,1.1,5,-8,-8,0.95
Clc1cccc2sc(N3CCN(c4ccccc4)CC3)nc12,-1,4,4,3.6,0.96,4,-8,-3,0.96
Cn1c(=O)c(=O)n(C)c2cc([N+](=O)[O-])c(N3CCOCC3)cc21,2,4,-1,-0.7,1,-4,-5,1,1
CN1C(=O)c2ccc(NC(=O)c3ccc(N4CCCCC4)c([N+](=O)[O-])c3)cc2C1=O,2,0,16,34,0.84,17,-7,-4,0.83
CC(C(=O)NC1CCCC1)N1C(=O)c2cccc3cccc1c23 (centres undefined),2,2,2,0.3,0.98,-7,1,0,1.1
CC(/C=N\NC(=O)Cn1cncn1)=C/c1ccc(C(C)C)cc1,2,-16,3,4.9,0.97,12,-3,-2,0.88
O=C(C(=O)N1CCCCCC1)c1c[nH]c2ccccc12,1,-3,-11,0.3,1.1,0,-4,-4,1
COc1ccccc1OCc1ccc(C(=O)Nc2ccccc2F)cc1,3,20,-5,-2.1,1.1,0,-8,-2,0.99
C[C@H](CO)N1C[C@H](C)[C@@H](CN(C)CC2CCCCC2)Oc2c(NC(=O)Cc3ccccc3)cccc2C1=O,-5,/,-24,-1.6,1.2,-2,-6,-2,1
CCOC(=O)CNC(=O)CSc1nc(-c2cccc(C)c2)ns1,3,-7,2,-1.6,0.98,10,7,-1,0.9
CC(C)CC(NS(=O)(=O)c1cc(C(=O)O)ccc1Cl)C(=O)O (centres undefined),2,3,0,0.2,1,-1,-6,0,1
CCc1ccc(-c2csc3[n+]2CCN3C(C)=O)cc1,-5,-11,26,-2.6,0.74,6,-2,1,0.94
Cc1ccc2cccc(OCC(=O)Nc3ccc4c(c3)OCO4)c2n1,7,-6,-4,0.2,1,-2,-7,4,1
O=C(CSc1nnc(NC(=O)C2CC2)s1)Nc1ccccc1,-7,-11,-1,-1.0,1,3,-6,1,0.97
CC1=C(C(=O)Nc2ccccn2)C(c2ccccc2Cl)NC(=S)N1 (centres undefined),-2,0,-2,1.9,1,4,-7,-3,0.96
CC(C)C[C@H](NC(=O)OC(C)(C)C)C(=O)N/N=C/C1=Cc2ccccc2OC1C (some centres undefined),-6,42*,-94,-2.0,1.9,13,0,6,0.87
O=C(COC(=O)CC1CCS(=O)(=O)C1)Nc1ccc(F)cc1 (centres undefined),2,5,19,-1.3,0.81,-7,-5,-1,1.1
CS(=O)(=O)c1cccc(C(=O)NCc2ccccc2)c1,-2,-2,-4,-1.3,1,-2,-1,1,1
COc1ccc(C2=NN(C(=O)CCCC(=O)O)C(c3cccs3)C2)cc1OC (centres undefined),-2,-7,-12,0.1,1.1,6,-1,-1,0.94
O=C(CSc1nnc(C2CC2)n1Cc1ccccc1)N1CCNC1=O,-3,-6,8,-1.7,0.92,-4,9,4,1
Cc1ccc(NC(=S)Nc2cccc3cnccc23)c(C)c1,-4,-5,15,1.9,0.85,1,4,-3,0.99
Cc1ccccc1-c1noc(-c2ccccc2C(=O)NCc2ccco2)n1,0,-3,-73,1.7,1.7,-7,-5,-2,1.1

(continued)
Structure,beta cell repl,ATG4B inhibitor,hIAP inh,MPTP inh,hIAP act,mIAP inh,A3G deaminase,A3A deaminase,mIAP act
CCC(c1nnnn1C(C)(C)CC)N1CCN(c2ccccc2F)CC1 (centres undefined),0,-2,5,-0.8,0.95,8,-4,2,0.92
CCOC(=O)N1CCN(Cc2nc(N)nc(Nc3ccc(Cl)cc3)n2)CC1,0,5,8,-6.9,0.92,-4,-9,-3,1
Cc1ccc(Cl)c(OCCN2CCc3ccccc3C2)c1,-1,6,-1,1.5,1,-2,-6,-2,1
CSCCC(NC(=O)COc1ccccc1)C(=O)N(C)Cc1ccc(Cl)cc1Cl (centres undefined),-1,-6,10,-2.7,0.91,6,-4,-4,0.94
Cc1nn(C(C)C(=O)O)c(=O)c2ccccc12 (centres undefined),-1,-4,-13,-0.8,1.1,-5,-6,-3,1
O=C(CN1CCCC1)OCCCC1CCCCC1,0,-8,2,2.6,0.98,-1,-2,-3,1
Cc1nnc2c(N3CCN(C(=O)c4ccco4)CC3)nc3ccccc3n12,3,-2,-2,0.5,1,9,-7,-2,0.91
Cc1ccc2c(c1)COc1c3ccc(C(=O)N4CCCCC4)cc3nn1-2,-6,18,14,0.8,0.86,-1,-10,-3,1
COc1ccc(F)cc1S(=O)(=O)N1CCCC(C)C1 (centres undefined),-1,-1,3,-0.9,0.97,-9,-7,-4,1.1
O=C(NCCCn1ccnc1)c1ccc(NS(=O)(=O)c2cccc([N+](=O)[O-])c2)cc1,1,2,-3,0.6,1,4,-9,-3,0.96
CC(C(=O)Nc1ccc2c(c1)OCCO2)N1Cc2ccccc2C1=O (centres undefined),-5,-3,-28,-0.6,1.3,7,-3,-5,0.93
COc1ccc(C(=O)NCCc2nnc3ccc(SCC(=O)N4CCCC4)nn23)cc1,-2,-2,8,-0.7,0.92,0,-3,-3,1
COc1cc(NC(=O)c2noc3c2CCC3)c(OC)cc1Cl,-1,-1,-3,1.6,1,1,21,49*,0.99
O=c1[nH]c(CSc2nnc(COc3ccccc3)n2-c2ccccc2)nc2ccccc12,-5,-17,-10,-0.6,1.1,4,22,-7,0.95

A few values from the entries so far.
CCC(c1nnnn1C(C)(C)CC)N1CCN(c2ccccc2F)CC1 (centres undefined) in A3A deaminase has 2
Cc1ccc(Cl)c(OCCN2CCc3ccccc3C2)c1 in A3A deaminase has -2
CSCCC(NC(=O)COc1ccccc1)C(=O)N(C)Cc1ccc(Cl)cc1Cl (centres undefined) in beta cell repl has -1
